S1P3 antag: antagonists of human S1P3 receptor | Q99500 | CHO S1P3 NFAT-BLA reporter, FRET fluorescence, antagonist mode | 170,000 compounds, 0.27% hits | inhibition, % at 4.98 µM;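 active = inhibition above the plate cutoff, the mean inhibition of test wells on that plate plus 3 SD, cut at about 28% in these data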;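 note: cells challenged with S1P at its EC80 of 0.8 µM; blue over green emission ratio from cleaved BLA substrate after 4 h stimulation; 0% = S1P-stimulated wells and 100% = unstimulated DMSO-only wells; some compounds past the cut are filed as inactive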
Target sequence (Q99500 whole entry, looked up): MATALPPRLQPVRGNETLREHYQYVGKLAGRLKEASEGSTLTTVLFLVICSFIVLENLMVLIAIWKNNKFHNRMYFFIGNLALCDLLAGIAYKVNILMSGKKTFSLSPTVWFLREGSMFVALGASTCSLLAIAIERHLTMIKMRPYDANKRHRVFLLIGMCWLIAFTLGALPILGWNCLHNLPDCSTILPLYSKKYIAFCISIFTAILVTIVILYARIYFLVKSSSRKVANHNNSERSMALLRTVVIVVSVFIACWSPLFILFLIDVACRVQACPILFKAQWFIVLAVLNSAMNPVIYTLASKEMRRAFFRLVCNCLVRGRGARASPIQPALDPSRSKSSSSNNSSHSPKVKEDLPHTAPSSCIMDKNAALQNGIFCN
bIAP act: intestinal alkaline phosphatase (bovine) activation. purified bovine IAP, CDP-star luminescence, 30 min; active compounds read high; fold of DMSO-control signal, blank-subtracted. activation factor at 20 µM. 200,000 compounds, 0.17% hits. AID 1016;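 active = activation factor of 2 or more at 20 µM, a signal rise over negative controls twice the positive control's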
ROMK primary: modulates human ROMK potassium channel activity | Tet-inducible ROMK, thallium flux fluorescence; actives lie on both sides | B-score at 10 µM | P48048 | 130,000 compounds, 2% hits;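 active = signal ratio slope over the read window, or its plate-corrected B-score, at least 3 SD from the plate mean, either direction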;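 note: B-score of the F/F0 ratio slope over 7 to 12 s after thallium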
Target sequence (P48048 whole entry, looked up): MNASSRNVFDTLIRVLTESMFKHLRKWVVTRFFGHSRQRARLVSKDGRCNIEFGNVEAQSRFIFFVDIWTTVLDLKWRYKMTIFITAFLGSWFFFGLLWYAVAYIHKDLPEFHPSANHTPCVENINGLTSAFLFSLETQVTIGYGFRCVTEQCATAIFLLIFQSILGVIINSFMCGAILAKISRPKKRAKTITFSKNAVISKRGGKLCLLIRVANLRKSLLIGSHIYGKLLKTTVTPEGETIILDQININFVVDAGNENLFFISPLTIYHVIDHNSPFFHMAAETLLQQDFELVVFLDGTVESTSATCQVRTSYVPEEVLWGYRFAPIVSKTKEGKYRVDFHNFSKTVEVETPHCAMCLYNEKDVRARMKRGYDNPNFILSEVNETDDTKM
bIAP inhibitor: intestinal alkaline phosphatase (bovine) inhibition; purified bovine IAP, CDP-star luminescence, 30 min; inhibition, % at 20 µM; 190,000 tested, under 10 active; AID 1019;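 active = over 50% inhibition of intestinal alkaline phosphatase at 20 µM in the single-dose screen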
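Assay system: bovine IAP enzyme; medium: DEA buffer 100 mM, pH 9.8, with MgCl2 1.0 mM, ZnCl2 0.02 mM; doses: 20 µM single dose; incubation: enzyme reaction for 30 min at room temperature; detection: CDP-star luminescence signal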
Active calls of the source: *; . = no result given. The list is partial; rates above refer to the full screens.

S1P3 antag	bIAP act	ROMK primary	bIAP inhibitor	compound
-2.0	.	-0.325	.	N#Cc1cccc(C#N)c1Oc1ccc(S(=O)(=O)Nc2ccccc2)cc1
11.8	.	-0.106	.	O=C(Cn1nc(Cc2cccnc2)c2ccccc2c1=O)Nc1ccccc1F
-0.7	.	1.66	.	COc1cc(/C=C(/C#N)c2nc(-c3cc4ccccc4oc3=O)cs2)cc([N+](=O)[O-])c1O
9.7	1	.	-0.5	CCn1c(SCC(=O)Nc2nc3c(s2)CCCC3)nc2c1c(=O)n(C)c(=O)n2C
-55.8	1	.	2.7	CC(=O)N1CCCc2cc(S(=O)(=O)Nc3ccc4c(c3)OCO4)ccc21
-28.1	1.1	.	-10.2	CCN(CC)CCN1C(=O)C(=O)/C(=C(/O)c2ccc(OCC(C)C)cc2)C1c1ccncc1 (stereo not given)
-17.8	0.9	.	5.3	Cc1nn(-c2ccccc2)c2sc(C(=O)OCN3C(=O)c4ccccc4C3=O)cc12
-17.6	1	.	-1.9	COc1ccc(Oc2ncnc3c2oc2ccc(Br)cc23)cc1
7.2	0.9	.	9.7	Cc1sc2nc3n(c(=O)c2c1C)Cc1ccccc1-3
-9.0	1	.	4.6	Cc1cccn2c(=O)c(C=Nc3c(C)n(C)n(-c4ccccc4)c3=O)c(N3CCCC3)nc12
-14.4	1	.	-2.9	CCn1ncc(C2=NOC(C(=O)N3CCC(C(N)=O)CC3)C2)c1C (stereo not given)
2.8	1.6	.	-55.7	COc1ccccc1CN1CCN(C(CC(C)C)c2nnnn2Cc2cccs2)CC1 (stereo not given)
-6.0	1	.	1.1	CC1(C)CN=C(N2CCN(C3=NCC(C)(C)S3)CC2)S1
1.2	1	.	2.1	CN(C)CCCN1C(=O)C(=O)/C(=C(/O)c2ccncc2)C1c1ccccc1 (stereo not given)
-23.2	1	.	1.9	CCN(CC)CCCN1C(=O)C(O)=C(C(=O)c2ccco2)C1c1cc(OC)ccc1OC (stereo not given)
0.7	1.1	.	-14.1	Cc1cc(N2CCN(C(=O)c3ccco3)CC2)nc(-c2ccccc2)n1
-17.8	0.9	.	12.7	COc1cc(-c2nc(-c3ccc(-c4ccccc4)nc3OC)no2)cc(OC)c1OC
8.9	1	.	-3.4	Cc1nc(SCc2nnc(-c3ccc(Cl)cc3)o2)c2c3c(sc2n1)CCC3
-50.1	1	.	2.3	COc1ccc(C2C(C(C)=O)=C(O)C(=O)N2CCN(C)C)cc1OC (stereo not given)
-17.4	0.7	.	26.5	Cc1ccc2c(C)nc(NC3=NCN(CCc4ccccc4)CN3)nc2c1
-33.4	0.9	.	8.2	Cc1ccc2nc3c(cc(C(=O)NCc4cccnc4)c(=N)n3C(C)C)c(=O)n2c1
10.6	1	.	4.5	CCOc1cc2c(C#N)c(N3CCOCC3)nc(N)c2c(N)n1
-3.8	1.1	.	-6.2	COc1ccc2c(c1)cc(C)c1nnc(SCC(=O)N3CCN(C(=O)c4ccco4)CC3)n12
-37.9	1.1	.	-12.9	CC(C)(C)C(=O)/C(C#N)=c1\s/c(=C\c2ccncc2)c(=O)n1CCCN1CCOCC1
-28.8	0.8	.	18.9	Cn1c(=O)c2c(nc(SCC(=O)N3CCc4ccccc43)n2Cc2ccccc2)n(C)c1=O
0.0	0.9	.	12.2	CC1=C(C(=O)Nc2ccccc2)C(c2ccccn2)n2nc(CCCO)nc2N1 (stereo not given)
-8.3	1	.	3.1	CC12CN3CC(C)(CN(C1)C31C(=O)N(Cc3ccccc3)c3ccccc31)C2=O (stereo not given)
-21.5	0.9	.	5.6	CCOC(=O)c1[nH]c(C)c(/C(O)=C2\C(=O)C(=O)N(CCN(C)C)C2c2ccco2)c1C (stereo not given)
-0.1	1.1	.	-11.1	COCCN1CN=C(Nc2nc(C)c3ccc(C)cc3n2)NC1
-28.6	1.1	.	-13.9	Cc1cc2nc(NC3=NCN(CCN4CCOCC4)CN3)nc(C)c2cc1C
-9.6	1	.	3.8	CCOc1ccc2nc(NC3=NCN(Cc4ccco4)CN3)nc(C)c2c1
2.3	0.9	.	11.4	Cc1ccc(C)c2[nH]c(=O)c(CCNC(=O)C(C)C)cc12
13.2	1	.	3.7	CCCn1c(=NC(=O)c2ccc3c(c2)OCO3)c(C#N)cc2c(=O)n3cccc(C)c3nc21
9.1	0.9	.	7.0	Cn1cc(Cl)c(C(=O)N(Cc2ccccc2)c2ccccn2)n1
-22.3	1	.	4.3	CC1CCc2c(sc3ncnc(SCC(=O)N4CCN(C(=O)c5ccco5)CC4)c23)C1 (stereo not given)
-1.1	1	.	-1.8	CC(=O)c1oc2ccccc2c1NC(=O)COC(=O)c1ccc(-n2nc(C)cc2C)cc1
6.5	0.9	.	6.1	Cc1ccc(-n2c(=O)[nH]cc(C(=O)Nc3ccc4c(c3)OCO4)c2=O)cc1C
10.1	0.9	.	11.0	Cc1nc(NC2=NCN(Cc3cccnc3)CN2)nc2ccccc12
17.9	0.9	.	6.6	O=c1c2c3nc4ccccc4nc3n(-c3cccc(F)c3)c2ncn1Cc1ccc2c(c1)OCO2
7.1	1	.	-4.5	CCC(c1nnnn1Cc1ccco1)N(CCc1ccccc1)Cc1cc2cc(C)ccc2[nH]c1=O (stereo not given)
-58.0	1	.	2.1	O=c1c2ccccc2nc(SCc2nnc(-c3ccccc3)o2)n1-c1ccccc1
1.2	0.8	.	24.0	Cc1ccc(-n2nc(C)c(C3C(C#N)=C(N)OC4=C3C(=O)CC(C)(C)C4)c2Cl)cc1 (stereo not given)
2.3	1	.	3.5	Cc1nc2c3c(-c4ccccc4)c(-c4ccccc4)oc3ncn2n1
20.9	1	.	-1.4	CCCn1c(=O)c(C(=O)Nc2c(C)n(C)n(-c3ccccc3)c2=O)c(O)c2ccccc21
-16.4	0.9	.	14.7	Cc1cc(NC(=O)CSc2nnc3c(C)cc4cc5c(cc4n23)OCO5)no1
-11.5	0.9	.	11.8	CC1CCCN(S(=O)(=O)c2ccc(S(=O)(=O)N3CCCN(Cc4ccccc4)C3)cc2)C1 (stereo not given)
6.7	1.1	.	-6.9	CCN(CC)C(=O)CSc1nnc([C@@H](N)Cc2ccccc2)o1
20.0	1.4	.	-36.4	Cc1cc(C)c2c(n1)nn1c(N3CCN(Cc4ccccc4)CC3)cc(C)nc21
-16.7	1	.	0.3	Cc1noc2nc(-c3cccs3)cc(-c3nnc4n3CCCCC4)c12
-83.9	1	.	-0.9	CCc1nc(N2CCN(c3nc(C)cc(C)n3)CC2)c2oc3ccccc3c2n1
35.4	0.9	.	7.2	COc1ccc(-c2nnc3n2N=C(c2ccccc2)CS3)cc1OC
-4.9	0.9	.	7.7	CC1Cc2ccccc2N1C(=O)CSc1nnc(-c2ccc(S(=O)(=O)N3CCCCC3)cc2)o1 (stereo not given)
-30.8	0.9	.	8.3	COc1ccccc1CNC(=O)c1cnc2sccn2c1=O
-9.9	1	.	3.5	COc1cccc(C2/C(=C(\O)c3c(C)nc4c(C)cccn34)C(=O)C(=O)N2CCCN(C)C)c1 (stereo not given)
5.5	1.6	.	-64.9	Cc1ccc(-c2nn(-c3ccccc3)c3[nH]c(=O)c(CNCCN(C)C)cc23)cc1
-0.5	0.8	.	17.2	Cc1ccc(CN2C(=O)/C(=C3\SC(N4CCOCC4)=NC3=O)c3cc(Br)ccc32)cc1
-0.4	1	.	-4.1	CCOc1cc(NC(=O)C2CC2)c(OCC)cc1NC(=O)c1cccnc1
5.1	1.1	.	-9.1	O=C(CCCCC(=O)N1CCN(c2ccccc2)CC1)N1CCN(c2ccccc2)CC1
-7.5	1	.	4.9	CSC1=C(C#N)C(c2ccccc2Cl)C2=C(CCCC2=O)N1 (stereo not given)
-19.4	1	.	3.7	COc1cccc(C2/C(=C(\O)c3c(C)nc4c(C)cccn34)C(=O)C(=O)N2CCCN(C)C)c1OC (stereo not given)

Single values from above:
Cn1cc(Cl)c(C(=O)N(Cc2ccccc2)c2ccccn2)n1 | bIAP act: 0.9
CC1Cc2ccccc2N1C(=O)CSc1nnc(-c2ccc(S(=O)(=O)N3CCCCC3)cc2)o1 (stereo not given) | bIAP act: 0.9
CC1CCc2c(sc3ncnc(SCC(=O)N4CCN(C(=O)c5ccco5)CC4)c23)C1 (stereo not given) | bIAP act: 1
Cc1cc(C)c2c(n1)nn1c(N3CCN(Cc4ccccc4)CC3)cc(C)nc21 | bIAP act: 1.4
COc1ccc(-c2nnc3n2N=C(c2ccccc2)CS3)cc1OC | bIAP act: 0.9

Given bar-delimited: two of the compounds above.
mol | S1P3 antag | bIAP act | ROMK primary | bIAP inhibitor
CCN(CC)C(=O)CSc1nnc([C@@H](N)Cc2ccccc2)o1 | 6.7 | 1.1 | . | -6.9
Cc1cc(C)c2c(n1)nn1c(N3CCN(Cc4ccccc4)CC3)cc(C)nc21 | 20.0 | 1.4 | . | -36.4

(next part)
S1P3 antag	bIAP act	ROMK primary	bIAP inhibitor	compound
-6.3	1	.	4.4	COc1ccc(C2C(C(C)=O)=C(O)C(=O)N2CCCn2ccnc2)cc1OC (stereo not given)
10.4	1	.	-2.0	CCOC(=O)c1cc2c(=O)n3cc(C)ccc3nc2n(Cc2cccnc2)c1=N
29.0	1	.	-1.5	Cc1cccc(OCc2nnc(SCc3cc(=O)n4cc(Br)ccc4n3)o2)c1
22.0	0.9	.	9.9	Cc1ccc2cc(CN(Cc3cccs3)Cc3nnnn3C(C)(C)C)c3nnnn3c2c1
-37.8	0.8	.	15.0	CCn1c(SCC(=O)N2CCc3ccccc32)nc2c(c1=O)SC(C)C2 (stereo not given)
10.4	0.9	.	5.9	OC(CNC1CCCCC1)CN1CCN(CC(O)CNC2CCCCC2)CC1 (stereo not given)
18.5	0.9	.	6.4	CCn1c(=N)n(CC(=O)c2cccc(OC)c2)c2ccccc21
-33.0	1.1	.	-5.6	c1cncc(-c2nc(Oc3ccc(-c4nnco4)cc3)c3c4c(sc3n2)CCCC4)c1
-13.5	0.9	.	5.3	Cc1ccc(C)c(NC(=O)Cn2nc(C)c3ccccc3c2=O)c1
-11.8	1.1	.	-11.8	CCOCCCNC(=O)c1cc2c(=O)n3cccc(C)c3nc2n1C
-3.0	1	.	1.1	COc1ccccc1N1CCN(C(=O)c2oc3ccccc3c2C)CC1
16.3	0.9	.	12.2	CCN(Cc1cc2cccc(C)c2[nH]c1=O)C(=O)c1ccccc1OC
-2.5	0.9	.	5.3	Cc1ccn2cc(-c3ccc(S(=O)(=O)N4CCOCC4)cc3)nc2c1
-5.4	1	.	1.5	COc1ccc(C2/C(=C(\O)c3ccc4c(c3)OCCO4)C(=O)C(=O)N2CCCN(C)C)c(OC)c1 (stereo not given)
6.7	0.9	.	6.4	CN(C)CCCN1C(=O)C(=O)/C(=C(/O)c2ccc(OCc3ccccc3)cc2)C1c1cccnc1 (stereo not given)
25.9	1	.	1.1	CCCC(=O)N1CCN(c2ccc(C(=O)c3ccc(OC)c(Br)c3)cc2F)CC1
6.2	0.9	.	9.4	COc1cccc(C2/C(=C(/O)c3ccncc3)C(=O)C(=O)N2CCCN(C)C)c1 (stereo not given)
9.9	1	.	-0.5	Cn1c(=O)c2cn(-c3cccc4ccccc34)cc2n(C)c1=O
-24.8	1.1	.	-6.0	CCOC(=O)c1c(C)[nH]c(C(=O)CN2C(=O)NC(C)(c3ccc(C)cc3)C2=O)c1C (stereo not given)
-6.8	1	.	2.1	Cn1c(=O)c2c(nc(CN3CCN(c4ccccc4)CC3)n2CCN2CCOCC2)n(C)c1=O
8.3	0.9	.	10.5	CCn1cc(C(=O)NCc2ccc3c(c2)OCO3)c(=O)c2ccc(C)nc21
4.8	1	.	2.4	Cc1ccc(OCc2nn3c(-c4n[nH]c5c4CCC5)nnc3s2)cc1
-20.6	0.9	.	10.1	CCn1c(SCC(=O)Nc2ccccc2C(=O)OC)nc2c1c(=O)n(C)c(=O)n2C
-1.5	1.1	.	-5.6	COc1ccccc1N1CCN(C(=O)C2CCN(S(=O)(=O)c3ccc(F)cc3)CC2)CC1
1.5	1	.	1.5	Cn1c(=O)c2c(nc(NCCO)n2CCc2ccccc2)n(C)c1=O
-42.9	1	.	2.8	CC(C)[C@H](NC(=O)OC(C)(C)C)c1nnc(S(=O)(=O)Cc2c(F)cccc2Cl)o1
-18.4	0.9	.	5.5	CCOC(=O)Cn1c(=O)c2c(nc3n2CCN3c2ccc(C)cc2)n(C)c1=O
-16.8	0.9	.	5.6	O=C(Cn1cnc2c(nnn2-c2cccc(Cl)c2)c1=O)N1CCOCC1
-36.0	0.9	.	8.7	CCCn1c(SCC(=O)Nc2sc(C)c(C)c2C(=O)OC)nc2c1c(=O)n(C)c(=O)n2C
-19.9	1	.	4.8	Cn1c(=O)c2c(SCC(=O)NCC3CCCO3)nc(-c3cccs3)nc2n(C)c1=O (stereo not given)
11.5	1	.	-3.5	CCC(=O)Nc1cccc(NC(=O)c2ccc3c(c2)OCCO3)c1
13.8	0.9	.	6.8	Clc1ccc2nc(NC3=NCN(CCN4CCOCC4)CN3)nc(-c3ccccc3)c2c1
-12.7	1	.	4.1	Cc1cccc2cc(CN(Cc3ccco3)C(=O)N3CCCC3)c(=O)[nH]c12
28.4	0.9	.	6.4	Clc1ccc(-c2nn3c(-c4ccncc4)nnc3s2)c(Cl)c1
-56.8	0.7	.	31.0	O=c1oc2ccccc2cc1-c1nnc(-c2cccc(Br)c2)o1
-17.8	1	.	2.2	Cn1c(=O)c2c(nc(N3CCOCC3)n2CC(=O)c2ccccc2)n(C)c1=O

From PubChem BioAssay
